14-3-3 PPI – alters human 14-3-3 gamma binding to Raf peptide; P61981; FP, 14-3-3gamma / TMR-pS259-Raf peptide binding; inhibition, % at 40 µM; 0.19% of 160,000 active; AID 422; in the data active = inhibition above about 30%;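 also: 0% = protein plus tracer without compound and 100% = blank with tracer alone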
Target sequence (P61981 whole entry, looked up): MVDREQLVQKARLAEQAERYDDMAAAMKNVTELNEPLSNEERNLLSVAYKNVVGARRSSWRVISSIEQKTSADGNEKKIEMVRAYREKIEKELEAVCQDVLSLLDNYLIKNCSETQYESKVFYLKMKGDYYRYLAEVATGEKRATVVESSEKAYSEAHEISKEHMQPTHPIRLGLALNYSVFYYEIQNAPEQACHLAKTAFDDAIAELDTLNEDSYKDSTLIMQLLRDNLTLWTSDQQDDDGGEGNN
Active calls of the source: *; & = joins results of further samples. Some of the compounds tested. The share of hits here may be higher or lower than overall.

SMILES	14-3-3 PPI
CCN(CC)CC(C)CNC(=O)CC(C(=O)N1CCc2ccccc21)n1ccnc1 (centres undefined)	-5.5
O=[N+]([O-])c1ccc(S(=O)(=O)N2CCN(S(=O)(=O)c3ccccc3)CC2)cc1	-10.1
COc1ccc(Cl)cc1NC(=O)CN1CCCC1	-6.6
CCCCNC(=O)c1ccc[nH]c1=S	-3.6
O=C(Nc1ccccc1C(=O)N1CCCCCC1)c1ccc(F)cc1	2.2
CCN(C(=O)c1cc(C(=O)N(CC)c2ccccc2C)cc([N+](=O)[O-])c1)c1ccccc1C	-1.0
Cn1c(SCC(=O)c2ccc(O)cc2)nnc1-c1ccco1	2.0
CCOc1ccc(Nc2nc(Cc3nnc(SCC(N)=O)o3)cs2)cc1	-2.8
COc1ccc(-n2nc(C(=O)Nc3cc(Cl)ccc3OC)c3c4ccccc4n(C)c3c2=O)cc1Cl	-6.7
CC1=C(C(=O)OCc2ccco2)C(c2cc3c(cc2Br)OCO3)NC(=O)N1 (centres undefined)	-1.4
Cc1c(C(=O)N2CCCC(C)C2)sc2ncnc(N3CCc4ccccc4C3)c12 (centres undefined)	5.0
CC1CCN(S(=O)(=O)c2ccc(F)c(C(=O)NC3CCCC(C)C3C)c2)CC1 (centres undefined)	0.1
CCOc1ccc(S(=O)(=O)NCCC23CC4CC(CC(C4)C2)C3)cc1	5.4
O=C(CCn1c(=O)[nH]c2ccsc2c1=O)NCc1ccccc1	2.8
Cc1c(Nc2ncnc3nc[nH]c23)c(=O)n(-c2ccccc2)n1C	-3.6
COc1cc(C(C)=O)ccc1OCC(O)CN1CCN(S(=O)(=O)c2ccccc2)CC1 (centres undefined)	-2.6
O=C(Nc1ccc(Cl)c(-c2nc3ncccc3o2)c1)c1ccc(-c2cccc([N+](=O)[O-])c2)o1	-40.2
CCOC(=O)C1=C(C)NC(SCC(=O)O)=NC1c1ccccc1 (centres undefined)	-2.0
COc1ccc(OC)c(CN2CCN(C(=O)c3cccc4ccccc34)CC2)c1	2.0
CC1CCCC(C)N1C(=O)c1nn2c(c1Cl)NC(c1ccc(Cl)cc1)CC2C(F)(F)F (centres undefined)	-10.3
O=C1c2cccc3c([N+](=O)[O-])ccc(c23)C(=O)N1Cc1cccnc1	-0.1
CN(CC(=O)N1CCc2ccccc21)S(=O)(=O)c1ccc(Cl)cc1	0.2
Cc1cc(F)ccc1S(=O)(=O)NCC1CC2CCC1C2 (centres undefined)	-5.7
CC(=O)OCCCN1C(=O)c2ccc(Br)cc2C1=O	-3.3
CCOc1ccccc1NC(=O)CSc1nnc(CNC(=O)c2ccco2)o1	-7.1
CCOC(=O)c1cc(-c2ccccc2OC)no1	7.4
CN(C(=O)CSc1nc(-c2ccc(F)cc2)cs1)C1CCS(=O)(=O)C1 (centres undefined)	5.9
O=C(CSc1nc2ccccc2s1)Nc1cccc(C(F)(F)F)c1	-1.6
CCCCC1CCC(c2ccc(C#N)nc2)CC1 (centres undefined)	4.2
Cc1[nH]nc2c1C(c1cccc(Br)c1)C1=C(CC(C)(C)CC1=O)N2 (centres undefined)	-1.6
CC(=O)NC(O)C(=O)c1ccccc1 (centres undefined)	2.1
CSc1nnc(-c2ccc(F)cc2)o1	-5.5
CC(C)(C#N)Nc1ccccc1	-0.4
Cc1ccc(CN2C(=O)c3ccccc3Sc3ccc(C(=O)N4CCOCC4)cc32)cc1	-0.1
CCOCCCNS(=O)(=O)c1cccc2cccnc12	-5.4
CC(C)(C)NC(=O)c1ccccc1N	1.8
COc1ccccc1Cn1c(=S)[nH]c2cc(C(=O)NCCN(C)C)ccc2c1=O	-7.8
CCOc1ccccc1-c1nn2c(Cc3ccccc3)nnc2s1	8.6
CCc1cccc(OCC(=O)Nc2ccc(S(=O)(=O)Nc3ccccn3)cc2)c1	-10.4
O=C(CCc1ccccc1)Nc1ccncc1	-7.3
CC(C)(O)P1(=O)OCC2(CO1)COP(=O)(C(C)(C)O)OC2 (centres undefined)	2.5
Cc1ccc(CNc2ccc(N3C(=O)C4CCC(C)CC4C3=O)cc2[N+](=O)[O-])cc1 (centres undefined)	3.4
CC(C)C(NS(=O)(=O)c1ccc(F)cc1)C(=O)O (centres undefined)	10.9
COc1ccc(S(=O)(=O)NCCO)cc1C(=O)O	-0.8
CCCCCOc1ccc(NC(=O)c2ccccc2-c2ccccc2)cc1	5.6
Cc1ccc(C)n1-c1ccc2ncsc2c1	-143.2
O=C(CCN1C(=O)c2ccccc2C1=O)N1CCN(c2ccc([N+](=O)[O-])cc2)CC1	4.8
CCSc1nnc(NC(=O)C2(C)Cc3ccccc3C(=O)O2)s1 (centres undefined)	-4.9
CCOC(=O)C1=C(C)NC(=O)c2c(ccc(OC)c2OC)C1O (centres undefined)	4.6
Cc1ccc2cc(S(=O)(=O)NCCCC(=O)O)ccc2c1	3.6

Next compounds:
SMILES	14-3-3 PPI
CCOC(=O)c1sc2nc(CSc3nc4ccccc4n3CC)[nH]c(=O)c2c1C	-13.3
O=C(CSCc1ccccc1Cl)N1CCOCC1	-3.4
COc1ccc(C(C)=O)cc1CSc1nc2ccccc2c(=O)n1CCC1=CCCCC1	-2.8
Cc1cc(C)cc(Nc2nc3ccccc3nc2NS(=O)(=O)c2ccccc2)c1	0.5
CC1CCN(S(=O)(=O)c2ccc3c(c2)CCC(=O)N3)CC1	-16.5
CC(C)NC(=O)Cn1c(SCC(=O)N2CCCCCC2)nc2ccccc21	-3.1
CCC(C)NC(=O)c1c(-c2ccccc2Cl)noc1C (centres undefined)	14.0
COC(=O)c1nnn(CC(=O)Nc2ccccc2C)c1N	0.5
COCCN1C(=O)c2ccccc2C(C(=O)NCc2cccs2)C1c1c[nH]c2ccccc12 (centres undefined)	4.5
O=[N+]([O-])c1ccc(Cl)c2cccnc12	8.5

6 compounds from above, sorted by the value under 14-3-3 PPI, ascending.
SMILES	14-3-3 PPI
O=[N+]([O-])c1ccc(S(=O)(=O)N2CCN(S(=O)(=O)c3ccccc3)CC2)cc1	-10.1
COc1ccc(-n2nc(C(=O)Nc3cc(Cl)ccc3OC)c3c4ccccc4n(C)c3c2=O)cc1Cl	-6.7
CC(C)(C#N)Nc1ccccc1	-0.4
Cc1cc(C)cc(Nc2nc3ccccc3nc2NS(=O)(=O)c2ccccc2)c1	0.5
CC(=O)NC(O)C(=O)c1ccccc1 (centres undefined)	2.1
Cc1c(C(=O)N2CCCC(C)C2)sc2ncnc(N3CCc4ccccc4C3)c12 (centres undefined)	5.0

(list continues)
SMILES	14-3-3 PPI
Cc1cccc(NS(=O)(=O)c2cccc3cccnc23)n1	-2.6
CCOC(=O)C1CCN(C(=O)Nc2ccc3nsnc3c2)CC1	3.6
Cc1c(NC(=O)c2cc(-c3ccc4c(c3)OCO4)on2)c(=O)n(-c2ccccc2)n1C	-0.9
COc1ccc(Cc2nnc(NS(=O)(=O)Cc3ccccc3)s2)cc1	-3.2
O=C(O)CCCC(=O)Nc1ccc(I)cc1	1.0
CCC1CCCCN1CCCNC(=O)CN1N=C(c2ccc(Cl)cc2)CCC1=O (centres undefined)	1.5
COCC(=O)N(C)C1(c2nnnn2CCOC(=O)Nc2cccc3ccccc23)CCCC1	-10.9
O=C(Nc1c2c(nn1-c1ccc(Cl)cc1)CSC2)c1ccc(Cl)c([N+](=O)[O-])c1	5.1
O=C(O)c1c(NC(=O)c2cccc3ccccc23)sc2c1CCCC2	-4.6
COc1cccc(NC(=O)N2CCC(N3CCCCC3)CC2)c1	-9.1
Nc1c(C(=O)c2cccs2)sc2nc3c(c(-c4ccccc4Cl)c12)CCC3	-76.0
O=C1Nc2ccc(S(=O)(=O)Nc3ccc4oc5c(c4c3)CCCC5)c3cccc1c23	-24.0
Cc1noc(C)c1S(=O)(=O)N1CCC(C(=O)NCc2cccs2)CC1	-1.0
O=C(Oc1cccc([N+](=O)[O-])c1)c1ccco1	2.9
Cc1ccc(C(=O)Nc2c3c(nn2-c2ccc([N+](=O)[O-])cc2)CSC3)cc1C	-5.7
COc1ccc(C(=O)NCCc2c[nH]c3ccccc23)cc1	-3.4
CCC(=O)NS(=O)(=O)c1ccc(NC(=O)c2ccc(Cl)cc2)cc1	2.5
Nc1c(NC2CCCCC2)c2ccccc2oc1=O	4.3
CCN(CC)S(=O)(=O)c1ccc(S(=O)(=O)N2CCOCC2)cc1	3.4
O=C(c1ccco1)N1CCN(S(=O)(=O)c2ccc(S(=O)(=O)NC3CCCCC3)cc2)CC1	3.6
COc1cc(C(c2c(C)[nH][nH]c2=O)c2c(C)[nH][nH]c2=O)cc(OC)c1OC	-0.8
CCOC(=O)C1C(=O)CC(C)(O)C(C(=O)OCC)C1c1ccc([N+](=O)[O-])cc1 (centres undefined)	0.1
CCOC(=O)c1ccc2c(c1)C(=O)N(C1CCCCC1)C2=O	-3.1
O=C(c1cccn2c(=O)c3ccccc3nc12)N1CCN(c2ccc([N+](=O)[O-])cc2)CC1	-2.8
Cc1ncc(CO)c(CN)c1O	-0.7
C=CCn1c(SCC(=O)O)nnc1-c1ccc2c(c1)OCO2	-6.6
Cc1ccc(CNC(=O)CCN2C(=O)c3cccnc3C2=O)o1	-18.5
O=C(c1nn2c(c1Cl)NC(c1ccc(Cl)cc1)CC2C(F)(F)F)N1CCN(c2ccc(F)cc2)CC1 (centres undefined)	-1.8
O=C(CN1C(=O)C2(OCCCO2)c2ccccc21)NCCc1ccccc1	-0.8
COc1ccc(C2C(C#N)=C(N)Oc3cc(N)ccc32)cc1OC (centres undefined)	-3.4
Oc1c(C(c2ccccc2Cl)N2CCCCC2)ccc2cccnc12 (centres undefined)	-6.7
Cc1ccc(-c2noc(CN3CCC(C(N)=O)CC3)n2)cc1	-10.3&3.1
COc1ccc2nc3sc(C(=O)N4CCN(c5cc(Cl)ccc5C)CC4)cc3cc2c1	-4.7
COc1cccc2cc(-c3nc(-c4ccc(Br)cc4)cs3)c(=O)oc12	-8.3
O=C(c1ccc2nc(N3CCOCC3)sc2c1)N1CCCC1	-0.9
COc1ccc(/C=N/n2c(SC)nnc2-c2ccccc2)cc1C	-2.2
Cc1cccc(Cl)c1OCCCc1c(C)n[nH]c1C	-8.2
O=C(COc1ccc(Br)cc1)Nc1ncc(Cc2cccc(Cl)c2)s1	3.3
Cc1ccc(C(=O)CSc2n[nH]c(-c3ccco3)n2)cc1C	-5.8&-17.3
COCc1[nH]nc2c1C1(C(=O)N(C)c3ccccc31)C(C#N)=C(N)O2 (centres undefined)	0.0
COC(=O)c1cc(C(=O)N2CCN(c3ccc([N+](=O)[O-])cc3)CC2)cc([N+](=O)[O-])c1	6.2
CC(=O)NC12CC3CC(C1)CC(C(=O)OCC(=O)NC(=O)c1cccn1C)(C3)C2	-2.6
O=C(CSc1nc2c(sc3ccccc32)c(=O)n1CCc1c[nH]c2ccccc12)NCc1ccccc1	-16.9
CCCOC(=O)C(C)Oc1ccc2c(=O)c(Oc3cc(C)c(Cl)c(C)c3)coc2c1 (centres undefined)	-133.1
CC(=O)C1=C(O)C(=O)N(CCN2CCOCC2)C1c1ccc(N(C)C)cc1 (centres undefined)	-6.3&-1.1
O=C(O)C1CCN(C(=O)c2ccccc2C(=O)N2CCC(C(=O)O)CC2)CC1	1.6
Cc1ccc(CNc2ccc3c(c2)ncn3C(C)(C)C)cc1	-0.3
Cc1ccsc1C1NC(=O)c2ccccc2N1 (centres undefined)	-6.1
CCCCSc1nn[nH]n1	0.8
COc1ccc(Oc2c(C(F)(F)F)oc3cc(OCC(=O)O)ccc3c2=O)cc1	-2.6

(continued)
SMILES	14-3-3 PPI
COc1cccc(C(=O)Nc2ccc(N(C)C)cc2)c1OC	-13.8
O=C(CSc1nc(-c2ccccc2)nc2c1CCCC2)c1cccs1	-6.8
Cc1c(C(=O)O)oc2ccc(S(=O)(=O)NC3CC3)cc12	-7.8
O=C(NCc1ccccc1Cl)c1ccc(-n2c(=S)[nH]c3ccccc3c2=O)cc1	-2.0
COc1ccc(S(=O)(=O)NCc2ccccn2)cc1Cl	1.4
Cc1sc(NC(=O)C2c3ccccc3Oc3ccccc32)c(C#N)c1C	-49.5
CSc1nc2c(c(=O)n1-c1ccc(Br)cc1)SCC2	-0.9
Cc1ccc(NC(=O)c2oc3c(c2C)C(=O)CC(C)(C)C3)cc1	-0.8
Cc1nnc(SCc2ccc([N+](=O)[O-])cc2)[nH]c1=O	-5.7
O=C(CCS(=O)(=O)c1cccc2cccnc12)NCc1ccc(F)cc1	-6.3
CCc1ccc(NC(=O)c2cc(-c3ccco3)on2)cc1	-26.1
C=CCn1c(SCCOC)nc2c1c(=O)[nH]c(=O)n2C	0.7&1.8
C=CCn1c(SCC(=O)/C(C#N)=C(\C)N)nnc1C1CCCCC1	-1.5
COc1ccc(CCNc2oc(COc3ccccc3Cl)nc2C#N)cc1OC	0.2
COc1ccc(OC)c(CNC(=O)c2cc3cc4ccc(OC)cc4nc3o2)c1	-108.1
COc1ccc(-c2nn3c(C)cc(C)nc3c2Br)cc1	-1.3
COC(=O)CSc1nnc(CNC(=O)c2ccc(OC)cc2OC)n1C	-0.8
CCCCN(C)CCNC(=O)c1cc2c(=O)[nH]c3ccccc3c2s1	-13.1
Cc1cc(C)c(NC(=O)CSc2nc3ccc([N+](=O)[O-])cc3s2)c(C)c1	-223.7
Cc1ccc(CNc2ncnc3c2cnn3-c2ccccc2)cc1	-2.0

Taken from above:
Value for C=CCn1c(SCCOC)nc2c1c(=O)[nH]c(=O)n2C under 14-3-3 PPI: 0.7&1.8
Value for Cc1ccc(CNc2ncnc3c2cnn3-c2ccccc2)cc1 under 14-3-3 PPI: -2.0

Next section.
SMILES	14-3-3 PPI
CC(C)Cn1c2c(c(O)c(C(=O)Nc3ccc(F)cc3)c1=O)CCCC2	5.8
CCOC(=O)C(C)CCNC(=O)c1sc2nc(C)n(C)c(=O)c2c1C (centres undefined)	-2.4
O=C(NCC(=O)N(CC1CCCO1)C(C(=O)NC1CCCC1)c1cccnc1)c1ccco1 (centres undefined)	7.7
O=C(C1CC1)N1CCc2cc(S(=O)(=O)N3CCC(N4CCCCC4)CC3)ccc21	-14.4
COc1cccc2cc(C(=O)Nc3ccccc3F)c(=O)oc12	-1.1
CC(C)c1ccc(NC(=O)c2cn(C)c(=O)c3c2c2ccccc2n3C)cc1	-0.6
